TDP43 rescue: TDP-43 toxicity inhibition in yeast. hit rate 1.8% among 410,000. TDP-43 expressing yeast growth rescue, BacTiter-Glo, 24 h. Potency, µM (titrated, usually from 46.1 µM), inactives show at the top dose growth rescue (activation), usual class: activators. AID 652104; also: % of control where 0% means no effect; nearly all actives have a fitted effect of over 50% in size
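Yeast cells expressing TDP-43 under galactose induction are exposed to compounds for 24 hr at 30 deg C. BacTiter-Glo luminescence measures growth, so protective compounds score as activators.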
FUS yeast rescue: suppressors of FUS proteinopathy in yeast | AID 1347120 | S. cerevisiae FUS-expressing, growth rescue, OD600, 24 h | hit rate 0.24% among 390,000 | Potency, µM (top dose mostly 76.6 µM), inactives show at the highest dose growth rescue (activation), actives largely listed as activators;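 also: plate controls were DMSO vehicle for no effect and reference control for full effect; nearly all actives have a fitted effect of over 55% in size; some results filed as inactive show a strong effect at the top dose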
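Compound concentration series was pinned onto galactose-induced FUS-expressing yeast seeded at OD 0.005. Plates sat 24hr at 30C; absorbance at 600 nm gave growth. DMSO served as background control.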
EPAC2 agonist: EPAC2 (human) agonism. Q8WZA2. EPAC2 activation, biochemical qHTS; response scale: 100% = 6.5 mM cAMP response. Potency, µM (doses to about 154 µM), inactives show top-dose activation, actives largely listed as activators. hit rate 0.079% among 360,000; also: nearly all actives have a fitted effect of over 50% in size
Target sequence (Q8WZA2 whole entry, looked up): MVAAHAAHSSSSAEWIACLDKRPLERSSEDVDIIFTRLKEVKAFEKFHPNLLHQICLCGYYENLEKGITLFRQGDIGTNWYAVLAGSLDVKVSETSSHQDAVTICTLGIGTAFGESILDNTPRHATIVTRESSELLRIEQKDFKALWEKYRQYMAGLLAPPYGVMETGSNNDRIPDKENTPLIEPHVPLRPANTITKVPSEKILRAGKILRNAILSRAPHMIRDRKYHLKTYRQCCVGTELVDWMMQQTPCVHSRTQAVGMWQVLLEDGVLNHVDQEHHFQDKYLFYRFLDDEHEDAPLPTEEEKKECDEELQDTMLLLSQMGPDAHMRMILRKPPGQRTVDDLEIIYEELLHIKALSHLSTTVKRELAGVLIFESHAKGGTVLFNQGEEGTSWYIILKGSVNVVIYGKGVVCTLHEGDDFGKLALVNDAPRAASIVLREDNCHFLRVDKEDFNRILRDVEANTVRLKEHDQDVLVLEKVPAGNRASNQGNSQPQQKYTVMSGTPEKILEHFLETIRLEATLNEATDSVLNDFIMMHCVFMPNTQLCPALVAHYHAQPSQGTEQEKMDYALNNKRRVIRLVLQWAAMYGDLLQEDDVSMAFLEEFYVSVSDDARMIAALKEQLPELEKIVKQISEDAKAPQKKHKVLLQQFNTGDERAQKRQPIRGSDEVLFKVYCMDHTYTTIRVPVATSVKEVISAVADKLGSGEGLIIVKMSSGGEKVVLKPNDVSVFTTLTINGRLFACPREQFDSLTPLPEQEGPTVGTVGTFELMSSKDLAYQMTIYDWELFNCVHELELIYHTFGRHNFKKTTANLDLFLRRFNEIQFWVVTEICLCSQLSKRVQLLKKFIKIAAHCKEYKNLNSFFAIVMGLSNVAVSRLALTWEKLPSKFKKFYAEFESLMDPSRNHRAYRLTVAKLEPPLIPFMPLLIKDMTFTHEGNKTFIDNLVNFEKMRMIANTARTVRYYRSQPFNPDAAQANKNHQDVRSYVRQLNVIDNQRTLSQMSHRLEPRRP
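Compounds were added across a concentration range to EPAC2 (100 nM), RAP1B-BODIPY-GDP (250 nM) and GDP (50 uM). After 5 min at room temperature, fluorescence was recorded at 5-min intervals for 30 min.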
EPAC1 agonist: agonists of human EPAC1; EPAC1 agonist qHTS, biochemical assay; response scale: 100% = response to 6.5 mM cAMP; Potency, µM (titrated, usually from 154 µM), for inactives: at the highest dose activation, actives largely listed as activators; hit rate 0.073% among 360,000; also: nearly all actives have a fitted effect of over 60% in size
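EPAC1 100 nM, Rap1B–BODIPY-GDP 250 nM, unlabeled GDP 50 uM; compound titration; 5 min RT; kinetic read ex480/em540 at 5-min intervals ×30 min; data normalized to 6.5 mM cAMP agonist control.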
PTHR1 agonist: PTHR1 (human) receptor agonism; Q03431; HEK293 GP2 PTHR1 cells, GloSensor cAMP luminescence, 1 h; Potency, µM (highest dose often 115 µM), for the others: at the top dose activation, most hits filed as activators; hit rate 0.075% among 410,000; AID 743266; also: nearly all actives have a fitted effect of over 55% in size; some results filed as inactive show a strong effect at the top dose; inactives centre near -15; many of its hits are not listed in these tables
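HEK-293-derived GP2 cells expressing PTHR1 and a GloSensor cAMP reporter, 3,000/well, plated overnight, given luciferin plus IBMX (each 0.5 mM as added) for 1 h at 37 °C, then compound for 1 h at 37 °C. Luminescence was read after 15 min at room temperature.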
EPAC2 antagonist: blocks human EPAC2 exchange factor; EPAC2 GEF exchange of Rap1B-BODIPY-GDP, fluorescence; Potency, µM (series often up to 114 µM), inactives show at the top dose activity, negative = inhibition, usual class: inhibitors; hit rate 0.18% among 360,000; also: % is scaled to controls: 0 for no effect and ±100 for the full control effect; nearly all actives have a fitted effect of over 45% in size; many of its hits are not listed in these tables
aSyn rescue: rescues yeast growth from alpha-synuclein toxicity | Potency, µM (series often up to 46.1 µM), for inactives: at the highest dose growth rescue (activation), most hits filed as activators | hit rate 0.14% among 370,000 | Yeast expressing alpha-synuclein, growth rescue, BacTiter-Glo, 24 h | AID 652106; also: % of control where 0% means no effect; nearly all actives have a fitted effect of over 65% in size
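Galactose-induced alpha-syn yeast (OD600=0.02, raffinose-pregrown) + pinned cpd, 24 hr, 30 deg C; growth by BacTiter-Glo luminescence. Growth restoration scores as activation.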
EPAC1 antagonist: EPAC1 (human) antagonism. EPAC1 GEF assay, Rap1b-BODIPY-GDP exchange fluorescence. O95398. Potency, µM (highest dose often 115 µM), inactives show at the highest dose activity change, negative = inhibition, most hits filed as inhibitors. AID 720709. hit rate 0.14% among 360,000;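 also: plate controls were vehicle for no effect and positive control for full effect; nearly all actives have a fitted effect of over 50% in size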
* hit, by the source's call; i = inactive; ? = inconclusive; · = not tested or not shown; & = joins results of further samples; [ ] = remark or other dose. Calls follow the shape of the dose curve; as a rule, active = well fitted curve in the direction sought with a large enough effect; inconclusive = small, poorly fitted or top-dose-only effect, or another doubt; inactive = no such curve, though single readings can be large; an effect the other way counts as inactive or inconclusive. Potency is read from the fitted curve at half-maximal effect.

SMILES | TDP43 rescue | FUS yeast rescue | EPAC2 agonist | EPAC1 agonist | PTHR1 agonist | EPAC2 antagonist | aSyn rescue | EPAC1 antagonist
Cc1noc(C)c1NC(=O)N(C)C[C@H]1Oc2ccc(NC(=O)C3CCCCC3)cc2C(=O)N([C@H](C)CO)C[C@@H]1C | 2% | -5% | 12% | 8% | i | -2% | -1% | -4%
COc1ccc(C(C(=O)NC2CCCC2)N(CCO)C(=O)Cn2nnc(-c3ccc(C)o3)n2)cc1OC (centres undefined) | -6% | 17% | 1% | 3% | 15% | 3% | 0% | 2%
Cc1cc(Br)ccc1OCCCCN1CCC(C)CC1 | -28% | · | -9% | 0% | 10% | 14% | 3% | 14%
O=C(COc1ccc(F)cc1)N(Cc1ccco1)C1CCS(=O)(=O)C1 (centres undefined) | -5% | 9% | 7% | 6% | -12% | 1% | -6% | 24%
Cc1ccc2nc(/N=C(\N)NC(=O)NC3CCCCC3)nc(C)c2c1 | -15%[1.82 µM] | 16% | -10% | 5% | -32%[inhibitor] | -7% | 6% | -1%
CCN(CC(=O)NNC(=O)c1ccccc1)Cc1ccc(OC)c(F)c1 | -6% | -5% | -7% | 1% | -23% | 6% | 1%[1.84 µM] | 24%
COc1cccc(-c2cnc(C(O)c3ccc(C)cc3C)[nH]2)c1 (centres undefined) | 19% | -18% | -7% | -15% | -26% | 9% | 2% | 18%
O=C(CNCc1cccc(Cl)c1)N1CCc2ccccc2C1 | -6% | -25% | 11% | 8% | -4% | -6% | -5% | -3%
Cc1ccccc1C(OCCN(C)C)c1ccccc1 (centres undefined) | 25%&26% | -27%&-47% | -2%&2% | 0%&-20% | -24% | -14%&8% | 3%&1%&-2%&2% | -14%&16%
COCCNC(=S)N/N=C/c1ccc(OCc2ccc(C(=O)OC)cc2)c(OC)c1 | -3% | · | -4% | -11% | i | ? | -10% | ?
Cc1cc(C)n2cc(CSc3nc4cc(Cl)ccc4o3)nc2n1 | -1% | -19% | -83%[inhibitor][15.6 µM] | -9% | -2%[57.5 µM] | 3% | 4% | -4%
CC(C)(C)OC(=O)NCc1ccc(CNC(=O)c2[nH]cnc2C(=O)NC2CCN(C(=O)OC(C)(C)C)CC2)cc1 | 24% | ? | -16% | -20% | -20% | -14% | -8% | -24%
O=C(Nc1nnc(C2=COCCO2)o1)c1ccc(S(=O)(=O)N2CCOCC2)cc1 | ? | 21% | 7% | 10% | -43%[inhibitor] | 2% | 1% | -5%
O=C(Nc1cccc(Cl)c1)c1csc([C@H]2C[C@H](O)[C@@H](CO)O2)n1 | 4% | -15% | 9% | -18% | -63%[inhibitor] | 4% | -3% | -8%
CC(C)(C)C1C=C(Sc2ccccc2)C(=O)O1 (centres undefined) | -4% | · | -4% | -2% | -34% | -16% | 1% | -26%

5 entries picked at random from the list so far, as already listed:
SMILES | TDP43 rescue | FUS yeast rescue | EPAC2 agonist | EPAC1 agonist | PTHR1 agonist | EPAC2 antagonist | aSyn rescue | EPAC1 antagonist
Cc1cc(Br)ccc1OCCCCN1CCC(C)CC1 | -28% | · | -9% | 0% | 10% | 14% | 3% | 14%
CCN(CC(=O)NNC(=O)c1ccccc1)Cc1ccc(OC)c(F)c1 | -6% | -5% | -7% | 1% | -23% | 6% | 1%[1.84 µM] | 24%
O=C(Nc1nnc(C2=COCCO2)o1)c1ccc(S(=O)(=O)N2CCOCC2)cc1 | ? | 21% | 7% | 10% | -43%[inhibitor] | 2% | 1% | -5%
COCCNC(=S)N/N=C/c1ccc(OCc2ccc(C(=O)OC)cc2)c(OC)c1 | -3% | · | -4% | -11% | i | ? | -10% | ?
O=C(CNCc1cccc(Cl)c1)N1CCc2ccccc2C1 | -6% | -25% | 11% | 8% | -4% | -6% | -5% | -3%

Following part.
SMILES | TDP43 rescue | FUS yeast rescue | EPAC2 agonist | EPAC1 agonist | PTHR1 agonist | EPAC2 antagonist | aSyn rescue | EPAC1 antagonist
COc1ccc(C(=O)NCCNC(=O)c2ccc(OC)cc2)cc1 | -2% | 10% | 11% | 12% | i | -10% | -3% | 9%
CCSC(=S)c1c(C)[nH]n(-c2ccccc2)c1=O | ? | -17% | 7% | -4% | -36%[inhibitor] | 4% | -59%[inhibitor] | -1%
Cc1ccc(C(=O)Nc2ccc(C(=O)N3CCCCC3)cc2)o1 | -28% | 5% | 13% | 1% | i | -10% | -31%[inhibitor] | 3%
CCOC(=O)c1ccc(NC(=S)NCCCn2ccnc2)cc1 | -10%[0.397 µM] | 20% | 4% | 4% | i | 4% | 1% | -4%
COc1cc(/C=C2\SC(=O)N(Cc3ccc(F)cc3)C2=O)cc([N+](=O)[O-])c1O | -6% | -12% | -4% | -7% | -44%[inhibitor] | 5% | 13% | 4%
CCOC(=O)C1CCN(C(c2cc3ccc(C)c(C)c3[nH]c2=O)c2nnnn2C2CCCCC2)CC1 (centres undefined) | 0% | 35µM* | 1% | 1% | -24%[57.5 µM] | 6% | 13% | 5%
COc1ccc(CN2CCN(c3cc(C)nc4c5c(C)cc(C)nc5nn34)CC2)cc1F | 7% | · | -5% | -14% | i | 27% | -2% | -15%
N#CC(C#N)=c1ccc2c(c1)N1C(c3ccccc3)=CC(c3ccccc3)C3CCCCC31N=2 (centres undefined) | -21% | 12% | -5% | 1% | 0% | -4% | -5% | 3%
CCCc1nc2c3ccccc3ccn2c1Cc1ccccc1 | 18% | -1% | 18% | 12% | -12% | -19% | -1% | -16%
Cc1ccc(OCC(O)CN2CCCC2)cc1 (centres undefined) | -11% | 16% | 15% | 3% | -26% | -3% | -2% | -6%

Some of the entries so far, with values under each structure:
Screens in order – TDP43 rescue	FUS yeast rescue	EPAC2 agonist	EPAC1 agonist	PTHR1 agonist	EPAC2 antagonist	aSyn rescue	EPAC1 antagonist
Cc1ccc(C(=O)Nc2ccc(C(=O)N3CCCCC3)cc2)o1
    -28%	5%	13%	1%	i	-10%	-31%[inhibitor]	3%
CCOC(=O)c1ccc(NC(=S)NCCCn2ccnc2)cc1
    -10%[0.397 µM]	20%	4%	4%	i	4%	1%	-4%

4 entries already listed, ordered by their value in EPAC2 antagonist, falling:
Molecule | EPAC2 agonist | PTHR1 agonist | EPAC2 antagonist | EPAC1 antagonist
COc1cc(/C=C2\SC(=O)N(Cc3ccc(F)cc3)C2=O)cc([N+](=O)[O-])c1O | -4% | -44%[inhibitor] | 5% | 4%
Cc1ccc(OCC(O)CN2CCCC2)cc1 (centres undefined) | 15% | -26% | -3% | -6%
Cc1ccc(C(=O)Nc2ccc(C(=O)N3CCCCC3)cc2)o1 | 13% | i | -10% | 3%
CCCc1nc2c3ccccc3ccn2c1Cc1ccccc1 | 18% | -12% | -19% | -16%

A portion of the library (hit frequency here may not be typical).
